TEAD-YAP block = TEAD-YAP interaction inhibition | HEK-TIYL cells, TEAD-Gal4/YAP UAS-luciferase luminescence | inhibition, % at 9.12 µM | 640,000 tested, 1.4% active | AID 1259422; in the data active = inhibition above about 32%;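 note: 0% = median of test compound wells and 100% = reference inhibitor wells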
MITF primary = inhibitors of human MITF; O75030; AlphaScreen MITF homodimerization, bead proximity signal; inhibition, % at 2.6 µM; 650,000 tested, 0.91% active; AID 1259374; in the data active = inhibition above about 50%;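 note: 0% = vehicle wells with protein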
FBW7 activator = activators of human E3 ligase FBW7; Q969H0; AlphaScreen FBW7–phospho-cyclin E peptide binding, activator screen; normalized activity (activation), % at 26.1 µM; 650,000 tested, 0.13% active; AID 1259310; in the data active = normalized activity above about 1.9%;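 note: purified mutant Fbw7 with reduced substrate affinity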
Target sequence (Q969H0 whole entry, looked up): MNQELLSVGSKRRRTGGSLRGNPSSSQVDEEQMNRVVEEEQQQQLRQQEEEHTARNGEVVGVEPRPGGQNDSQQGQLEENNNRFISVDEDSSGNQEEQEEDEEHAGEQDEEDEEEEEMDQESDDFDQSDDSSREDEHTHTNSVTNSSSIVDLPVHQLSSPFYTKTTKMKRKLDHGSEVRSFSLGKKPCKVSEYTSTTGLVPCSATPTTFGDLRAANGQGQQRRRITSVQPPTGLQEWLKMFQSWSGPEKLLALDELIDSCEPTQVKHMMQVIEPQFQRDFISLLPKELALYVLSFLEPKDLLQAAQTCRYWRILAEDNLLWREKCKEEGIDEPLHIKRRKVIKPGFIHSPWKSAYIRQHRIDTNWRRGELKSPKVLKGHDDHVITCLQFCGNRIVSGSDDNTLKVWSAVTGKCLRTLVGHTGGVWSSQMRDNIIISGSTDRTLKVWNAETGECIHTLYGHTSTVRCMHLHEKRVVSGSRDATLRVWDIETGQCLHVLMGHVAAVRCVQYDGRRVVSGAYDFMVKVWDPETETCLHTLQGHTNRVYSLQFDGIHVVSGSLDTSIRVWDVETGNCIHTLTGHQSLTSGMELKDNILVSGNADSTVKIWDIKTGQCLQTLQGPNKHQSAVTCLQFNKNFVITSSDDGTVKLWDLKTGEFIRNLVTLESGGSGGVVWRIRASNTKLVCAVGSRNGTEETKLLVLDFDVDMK
GPR151 activ = activators of human GPR151; 650,000 tested, 1% active; Q8TDV0; PathHunter beta-arrestin GPR151 cells, luminescence; activation, % at 11.2 µM; in the data active = activation above about 4.9%;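 note: 0% = median of compound wells and 100% = cells with positive control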
Target sequence (Q8TDV0 whole entry, looked up): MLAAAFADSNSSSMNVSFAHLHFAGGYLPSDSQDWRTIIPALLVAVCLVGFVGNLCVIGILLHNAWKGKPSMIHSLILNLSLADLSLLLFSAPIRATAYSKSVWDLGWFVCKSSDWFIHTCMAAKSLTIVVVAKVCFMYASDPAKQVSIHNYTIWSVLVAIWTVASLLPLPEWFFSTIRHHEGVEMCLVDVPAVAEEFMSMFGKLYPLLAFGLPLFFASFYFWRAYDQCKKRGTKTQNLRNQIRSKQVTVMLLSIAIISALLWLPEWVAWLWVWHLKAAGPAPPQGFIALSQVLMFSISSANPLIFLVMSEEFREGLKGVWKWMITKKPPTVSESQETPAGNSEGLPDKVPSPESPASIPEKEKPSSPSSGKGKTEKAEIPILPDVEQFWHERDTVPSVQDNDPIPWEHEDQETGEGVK
Active calls of the source: *.

What do the screens show for `CCOC(=O)c1cnc2c(C)cc(Cl)cc2c1Nc1cccc(C(F)(F)F)c1`?
TEAD-YAP block: -3; MITF primary: -23; FBW7 activator: -0.1; GPR151 activ: -0.8

How did O=C(Nc1ccc(Br)cc1)c1ccc([N+](=O)[O-])cc1 do in these assays?
TEAD-YAP block: -54; MITF primary: 3; FBW7 activator: 0.1; GPR151 activ: 0.0

How did COc1ccccc1CN1CCNC(=O)C1CC(=O)N1CCCCCCC1 (stereo not given) do in these assays?
TEAD-YAP block: -4; MITF primary: 8; FBW7 activator: 0.0; GPR151 activ: 1.0

How did Cc1ccc(C)c(S(=O)(=O)N/N=C(\CCC(=O)O)c2cccs2)c1 do in these assays?
TEAD-YAP block: 7; MITF primary: -6; FBW7 activator: 0.1; GPR151 activ: -0.6

How did O=C1c2ccccc2C(=O)N1CCCOc1ccccc1[N+](=O)[O-] do in these assays?
TEAD-YAP block: -51; MITF primary: 2; FBW7 activator: 0.0; GPR151 activ: 1.3

Results for O=C(C1CCCC1)N1CCC2(CC1)NC(=O)N(CCc1ccccc1)C2=O ?
TEAD-YAP block: 1; MITF primary: -12; FBW7 activator: 0.0; GPR151 activ: 0.1

Results for CC(C)C(=O)Nc1c2c(nn1-c1ccccc1)CS(=O)(=O)C2 ?
TEAD-YAP block: -2; MITF primary: 21; FBW7 activator: 0.1; GPR151 activ: 3.0

Results for CCc1ccc(CN2CCN(CC(C)C)C(CCO)C2)o1 (stereo not given) ?
TEAD-YAP block: 0; MITF primary: -7; FBW7 activator: 0.0; GPR151 activ: -1.3

How did CCOC(=O)c1c(C)nc2ccc(Cl)cc2c1-c1ccccc1 do in these assays?
TEAD-YAP block: -6; MITF primary: -4; FBW7 activator: -0.1; GPR151 activ: 0.2

How did COc1ccc(N2C(=O)NC(=O)/C(=C\c3ccco3)C2=O)cc1 do in these assays?
TEAD-YAP block: -4; MITF primary: 16; FBW7 activator: 0.2; GPR151 activ: 1.6

How did CCc1nn(C(C)C(=O)O)c(=O)c2cc3oc(C)cc3n12 (stereo not given) do in these assays?
TEAD-YAP block: -3; MITF primary: -4; FBW7 activator: 0.0; GPR151 activ: -0.1

What do the screens show for `CCc1nnc(NC(=O)CSc2nnc(N)s2)s1`?
TEAD-YAP block: 2; MITF primary: -11; FBW7 activator: 0.1; GPR151 activ: -0.9

The last 7 compounds of the section above lead into the next.
Results for O=C(C1CCCC1)N1CCC2(CC1)NC(=O)N(CCc1ccccc1)C2=O ?
TEAD-YAP block: 1; MITF primary: -12; FBW7 activator: 0.0; GPR151 activ: 0.1

Results for CC(C)C(=O)Nc1c2c(nn1-c1ccccc1)CS(=O)(=O)C2 ?
TEAD-YAP block: -2; MITF primary: 21; FBW7 activator: 0.1; GPR151 activ: 3.0

Results for CCc1ccc(CN2CCN(CC(C)C)C(CCO)C2)o1 (stereo not given) ?
TEAD-YAP block: 0; MITF primary: -7; FBW7 activator: 0.0; GPR151 activ: -1.3

How did CCOC(=O)c1c(C)nc2ccc(Cl)cc2c1-c1ccccc1 do in these assays?
TEAD-YAP block: -6; MITF primary: -4; FBW7 activator: -0.1; GPR151 activ: 0.2

How did COc1ccc(N2C(=O)NC(=O)/C(=C\c3ccco3)C2=O)cc1 do in these assays?
TEAD-YAP block: -4; MITF primary: 16; FBW7 activator: 0.2; GPR151 activ: 1.6

How did CCc1nn(C(C)C(=O)O)c(=O)c2cc3oc(C)cc3n12 (stereo not given) do in these assays?
TEAD-YAP block: -3; MITF primary: -4; FBW7 activator: 0.0; GPR151 activ: -0.1

What do the screens show for `CCc1nnc(NC(=O)CSc2nnc(N)s2)s1`?
TEAD-YAP block: 2; MITF primary: -11; FBW7 activator: 0.1; GPR151 activ: -0.9

What do the screens show for `CCCCCSc1nnc2c(n1)OC(c1ccc(C)o1)N(C(C)=O)c1ccccc1-2` (stereo not given)?
TEAD-YAP block: 6; MITF primary: -2; FBW7 activator: 0.0; GPR151 activ: -0.5

Results for Cc1cccc(CSc2nc3c(c(=O)[nH]c(=O)n3C)n2Cc2ccccc2Cl)c1 ?
TEAD-YAP block: -5; MITF primary: -10; FBW7 activator: 0.1; GPR151 activ: -0.4

Results for COc1cccc(/C(O)=C/c2nc3cc([N+](=O)[O-])c([N+](=O)[O-])cc3[nH]c2=O)c1 ?
TEAD-YAP block: 1; MITF primary: 23; FBW7 activator: 0.5; GPR151 activ: -2.4

Results for CC(=O)Oc1ccc(NC(=O)CC2SC(=Nc3ccccc3)N(c3ccccc3)C2=O)cc1 (stereo not given) ?
TEAD-YAP block: -2; MITF primary: -4; FBW7 activator: -0.2; GPR151 activ: 0.5

What do the screens show for `O=C1S/C(=C/c2ccccc2[N+](=O)[O-])C(=O)N1c1ccccc1`?
TEAD-YAP block: -29; MITF primary: -27; FBW7 activator: 0.0; GPR151 activ: -0.5

What do the screens show for `Cc1c(NC(=O)CCSc2ccc(Cl)cc2)c(=O)n(-c2ccccc2)n1C`?
TEAD-YAP block: 4; MITF primary: -1; FBW7 activator: -0.2; GPR151 activ: 5.2*

What do the screens show for `CCOc1cc(/C=C2/NC(=O)NC2=O)cc(Cl)c1O`?
TEAD-YAP block: 4; MITF primary: 29; FBW7 activator: 0.0; GPR151 activ: -0.6

What do the screens show for `CC1CCN(C(=O)c2ccc(F)c(F)c2)CC1`?
TEAD-YAP block: 11; MITF primary: 5; FBW7 activator: 0.1; GPR151 activ: -0.8

What do the screens show for `CN(Cc1ccccc1)C(=O)CNC(=O)Cn1cnc2ccccc2c1=O`?
TEAD-YAP block: -5; MITF primary: 1; FBW7 activator: -0.1; GPR151 activ: 1.3

Results for Cc1c(C(=O)NCCN2CCOCC2)sc2ncnc(N3CCc4ccccc4C3)c12 ?
TEAD-YAP block: 2; MITF primary: -18; FBW7 activator: -0.1; GPR151 activ: -0.1

How did COc1ccc(NC(=O)Nc2nnc(CC(=O)Nc3ccc(C)cc3)s2)cc1 do in these assays?
TEAD-YAP block: 0; MITF primary: -3; FBW7 activator: 0.1; GPR151 activ: 1.4

How did COc1ccc(C(=O)NC(C)c2ccccc2)cc1Br (stereo not given) do in these assays?
TEAD-YAP block: -5; MITF primary: 7; FBW7 activator: -0.1; GPR151 activ: -0.7

Overlap with the part before: three entries, followed by the next part.
Results for Cc1c(C(=O)NCCN2CCOCC2)sc2ncnc(N3CCc4ccccc4C3)c12 ?
TEAD-YAP block: 2; MITF primary: -18; FBW7 activator: -0.1; GPR151 activ: -0.1

How did COc1ccc(NC(=O)Nc2nnc(CC(=O)Nc3ccc(C)cc3)s2)cc1 do in these assays?
TEAD-YAP block: 0; MITF primary: -3; FBW7 activator: 0.1; GPR151 activ: 1.4

How did COc1ccc(C(=O)NC(C)c2ccccc2)cc1Br (stereo not given) do in these assays?
TEAD-YAP block: -5; MITF primary: 7; FBW7 activator: -0.1; GPR151 activ: -0.7

Results for CCCCC1=NN2C(=N)/C(=C/c3ccc(OCCOc4cccc(C)c4)c(OC)c3)C(=O)N=C2S1 ?
TEAD-YAP block: 4; MITF primary: -11; FBW7 activator: -0.4; GPR151 activ: 0.2

Results for Cc1nn(C)c(C)c1-c1nccc(NCCN(C(C)C)C(C)C)n1 ?
TEAD-YAP block: -3; MITF primary: 4; FBW7 activator: -0.1; GPR151 activ: 3.0

Results for CCC(NC(C)=O)c1ccc(Br)cc1 (stereo not given) ?
TEAD-YAP block: 17; MITF primary: -3; FBW7 activator: 0.7; GPR151 activ: 4.0

How did Cc1nc2cc(NC(=O)Cc3ccc(F)cc3)ccc2s1 do in these assays?
TEAD-YAP block: -45; MITF primary: -11; FBW7 activator: 0.3; GPR151 activ: -1.6

Results for CC(C)=CCN1CCN(Cc2cccc(OCCO)c2)CC1CCO (stereo not given) ?
TEAD-YAP block: 0; MITF primary: 0; FBW7 activator: 0.0; GPR151 activ: -0.9

What do the screens show for `COc1ccccc1CCC(=O)N(CC(C)C)c1nnc(-c2ccncc2)s1`?
TEAD-YAP block: -7; MITF primary: 10; FBW7 activator: -0.1; GPR151 activ: -0.5

What do the screens show for `CCc1ccc(S(=O)(=O)c2c[nH]c3cc(OC)c(OC)cc3c2=O)cc1`?
TEAD-YAP block: 1; MITF primary: 0; FBW7 activator: -0.1; GPR151 activ: 1.8

How did COC(=O)CN1C(=O)C2(C(C#N)=C(N)Oc3n[nH]c(-c4ccc(OC)cc4)c32)c2ccccc21 (stereo not given) do in these assays?
TEAD-YAP block: -8; MITF primary: 12; FBW7 activator: 0.0; GPR151 activ: 1.1

Results for COc1ccc(C(CC(=O)NCc2ccco2)N2Cc3ccccc3C2=O)cc1OC (stereo not given) ?
TEAD-YAP block: 10; MITF primary: 5; FBW7 activator: 0.1; GPR151 activ: -0.5

Results for COCCNC(=O)/C(C#N)=C/c1cc(C(C)C)c(OC)cc1C ?
TEAD-YAP block: 24; MITF primary: 7; FBW7 activator: 1.4; GPR151 activ: 0.1

What do the screens show for `CCN(CC)C(=O)C1CCCN(c2nc3ccc(C(=O)NCCN(C(C)C)C(C)C)cc3s2)C1` (stereo not given)?
TEAD-YAP block: 0; MITF primary: 10; FBW7 activator: 0.1; GPR151 activ: 2.8

What do the screens show for `CCOC(=O)C1CCN(C(=O)c2ccc(Cl)c(Cl)c2)CC1`?
TEAD-YAP block: 11; MITF primary: 30; FBW7 activator: 0.7; GPR151 activ: -1.2

What do the screens show for `COc1ccc2nc(NC(=O)c3cccs3)sc2c1`?
TEAD-YAP block: 44*; MITF primary: -4; FBW7 activator: 0.1; GPR151 activ: -8.0

Results for O=C(NCc1ccc2c(c1)OCO2)NC12CC3CC(CC(C3)C1)C2 ?
TEAD-YAP block: 3; MITF primary: 7; FBW7 activator: -0.1; GPR151 activ: 0.5

How did CCCCCc1ccc(OC(=O)c2cccc(C(=O)OC)n2)cc1 do in these assays?
TEAD-YAP block: 0; MITF primary: -14; FBW7 activator: 0.1; GPR151 activ: -1.3

What do the screens show for `COc1ccc(OCC(=O)N2CCC3(CC2)OCc2cccc(OC)c2O3)cc1`?
TEAD-YAP block: 4; MITF primary: 1; FBW7 activator: -0.1; GPR151 activ: -0.3

How did COc1ccc(N2CCN(CCNC(=O)CCN3C(=O)COc4ccccc43)CC2)cc1 do in these assays?
TEAD-YAP block: 8; MITF primary: -3; FBW7 activator: 0.0; GPR151 activ: 0.6

What do the screens show for `Cc1c(N=C2C(=O)N(CC(=O)O)c3ccccc32)c(=O)n(-c2ccccc2)n1C`?
TEAD-YAP block: 8; MITF primary: 5; FBW7 activator: 2.3*; GPR151 activ: -1.0

What do the screens show for `O=C(Nc1ccccc1O)c1ccccn1`?
TEAD-YAP block: -49; MITF primary: -7; FBW7 activator: -0.3; GPR151 activ: -0.7

Results for CCN(CC)c1ccc(C=C2C(=O)OC3(CCCC3)OC2=O)o1 ?
TEAD-YAP block: -31; MITF primary: -4; FBW7 activator: 0.4; GPR151 activ: 0.0

Results for Cc1cc(C)n2nc(NCc3ccc(C(C)C)cc3)nc2n1 ?
TEAD-YAP block: -19; MITF primary: 2; FBW7 activator: -0.1; GPR151 activ: 2.8

Results for Cc1cc2nn(-c3ccc(Cl)cc3)nc2cc1NC(=O)c1ccccc1F ?
TEAD-YAP block: -3; MITF primary: 15; FBW7 activator: 0.0; GPR151 activ: -1.2

What do the screens show for `N#C/C(=C\c1coc2ccccc2c1=O)C(=O)NCc1ccccc1`?
TEAD-YAP block: 20; MITF primary: 12; FBW7 activator: 0.1; GPR151 activ: -1.4

What do the screens show for `O=C(CSc1ncn[nH]1)Nc1nc(-c2ccccc2)cs1`?
TEAD-YAP block: 1; MITF primary: 3; FBW7 activator: 0.0; GPR151 activ: 0.7

How did CCOC(=O)c1ccc(NC(=S)NCCNC(C)=O)cc1 do in these assays?
TEAD-YAP block: -1; MITF primary: 13; FBW7 activator: 0.0; GPR151 activ: 1.9

How did COc1cc(OC)cc(C(=O)N2CCc3cc(OC)c(OC)cc3C2COc2ccc([N+](=O)[O-])cc2)c1 (stereo not given) do in these assays?
TEAD-YAP block: 7; MITF primary: -1; FBW7 activator: -0.1; GPR151 activ: 0.7

What do the screens show for `O=c1oc2ccc(O)cc2c2c1NCCC2`?
TEAD-YAP block: 25; MITF primary: 12; FBW7 activator: -0.2; GPR151 activ: 0.7

How did CC1CCCN(CCCNS(=O)(=O)c2ccc3c(c2)OCC(=O)N3)C1 (stereo not given) do in these assays?
TEAD-YAP block: -4; MITF primary: 2; FBW7 activator: -0.2; GPR151 activ: -1.0

How did Cc1cccc(N2CCN(C(=O)c3cc(S(=O)(=O)N4CCCC4)cn3C)CC2)c1C do in these assays?
TEAD-YAP block: 58*; MITF primary: -12; FBW7 activator: 0.0; GPR151 activ: -0.7

Results for COc1ccccc1-n1c(-c2cc(-c3ccccc3)nc3ccccc23)n[nH]c1=S ?
TEAD-YAP block: -6; MITF primary: -12; FBW7 activator: -0.2; GPR151 activ: -0.5

Results for COc1ccccc1NC(=O)CN(C)S(=O)(=O)c1ccc2[nH]c3c(c2c1)CCCC3 ?
TEAD-YAP block: -1; MITF primary: -3; FBW7 activator: -0.1; GPR151 activ: -0.8

How did Cc1ccc(S(=O)(=O)c2cnc(-c3ccccn3)nc2-c2cccnc2)cc1 do in these assays?
TEAD-YAP block: -2; MITF primary: -1; FBW7 activator: -0.1; GPR151 activ: -0.2

What do the screens show for `CS(=O)(=O)N(CC(=O)NCc1ccccn1)c1cc(C(F)(F)F)ccc1Cl`?
TEAD-YAP block: -4; MITF primary: -2; FBW7 activator: 0.0; GPR151 activ: -1.0

What do the screens show for `O=S(=O)(NCCOc1ccc(Cl)cc1)c1ccc(Cl)cc1`?
TEAD-YAP block: -16; MITF primary: -2; FBW7 activator: -0.1; GPR151 activ: 0.5

Results for Cc1ccccc1C(=O)NCCOc1ccccc1Cl ?
TEAD-YAP block: -71; MITF primary: 3; FBW7 activator: 0.0; GPR151 activ: -1.1
